TDP1 cell noCPT = qHTS for Inhibitors of human tyrosyl-DNA phosphodiesterase 1 (TDP1): qHTS in cells in absence of CPT; hit rate 15% among 420,000; DT40 Tdp1-/- hTDP1 cells, no CPT, ATP luminescence, 48 h; Potency, µM (series often up to 46.2 µM), without a hit: at the highest dose activity change, negative = growth inhibition, usual class: inhibitors; active = well fitted inhibition curve with a large enough effect; inconclusive = small, poorly fitted or top-dose-only effect; also: nearly all actives have a fitted effect of over 55% in size
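DT40 Tdp1-/-;hTDP1 cells, no CPT (DMSO vehicle only), 400 cells/well; compounds pin-transferred; ≥48 hr, 37 °C; CellTiter-Glo 30 min RT dark, luminescence read.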
An asterisk follows results filed as active; ? = inconclusive. % is scaled to controls: 0 for no effect and ±100 for the full control effect; potency is read from the fitted curve at half-maximal effect. Only part of the results is shown; count on the stated rates, not on these rows.

SMILES	TDP1 cell noCPT
CCC(=O)N1CCC1(C)C(=O)Nc1cccc2c1CCCC2 (centres undefined)	-9%
CCCS(=O)(=O)NC(=O)C1(C)CCN(C(=O)c2nc(C)oc2C)C1 (centres undefined)	-3%
O=C(Nc1ccc(C(=O)N2CCCCC2)cc1)C1CC1	-16%
O=C(C[C@@H]1C[C@@H]2c3cc(NS(=O)(=O)c4ccc(F)cc4)ccc3O[C@@H]2[C@H](CO)O1)NCc1ccc(Oc2ccccc2)cc1	?
O=C(O)CC(c1ccccc1)c1ccc2c(c1)OCO2 (centres undefined)	-13%
CCCCNC(=O)C1(C)CCCCN1C(=O)c1ccc(C#N)cc1 (centres undefined)	-14%
NC(CCc1ccccc1)c1csc(NC(=O)NCCc2ccccc2)n1 (centres undefined)	?
O=c1c(Oc2ccccc2)coc2cc(O)cc(O)c12	-9%
O=C(NCCCC1CCCC1)C1CCC(=O)N(Cc2ccccc2F)C1 (centres undefined)	-25%
CCC(=O)N1CCN(c2ccc(Cl)cc2NC(=O)c2ccc(Br)o2)CC1	-24%

7 consecutive compounds out of the list so far, quoted:
SMILES	TDP1 cell noCPT
CCC(=O)N1CCC1(C)C(=O)Nc1cccc2c1CCCC2 (centres undefined)	-9%
CCCS(=O)(=O)NC(=O)C1(C)CCN(C(=O)c2nc(C)oc2C)C1 (centres undefined)	-3%
O=C(Nc1ccc(C(=O)N2CCCCC2)cc1)C1CC1	-16%
O=C(C[C@@H]1C[C@@H]2c3cc(NS(=O)(=O)c4ccc(F)cc4)ccc3O[C@@H]2[C@H](CO)O1)NCc1ccc(Oc2ccccc2)cc1	?
O=C(O)CC(c1ccccc1)c1ccc2c(c1)OCO2 (centres undefined)	-13%
CCCCNC(=O)C1(C)CCCCN1C(=O)c1ccc(C#N)cc1 (centres undefined)	-14%
NC(CCc1ccccc1)c1csc(NC(=O)NCCc2ccccc2)n1 (centres undefined)	?

(list continues)
SMILES	TDP1 cell noCPT
COc1ccc(C(=O)Nc2cccc(NC(=O)c3ccc(OC)cc3OC)n2)c(OC)c1	2.6µM*
COc1ccc(C(=O)C[n+]2cc(Br)cc3ccccc32)cc1	22µM*
O=C(NCC1Cc2cc(F)cc(-c3cnccn3)c2O1)c1cccc(Cl)c1 (centres undefined)	18µM*
COC(=O)c1ccc2nc(-c3ccc(C#N)cc3)c(Cc3ccsc3)n2c1	23µM*
COc1ccc(/C=C/c2nccc3ccccc23)cc1OC	14µM*
COCCCCOc1cc2nc(N3CCCN(C)CC3)nc(NC3CCN(C)CC3)c2cc1OC	11µM*
COc1cc(C(=O)N2CCCCC2c2cc(C(=O)NC(C)C)no2)cc(OC)c1C (centres undefined)	?
COc1ccc(NC(=O)C2c3ccccc3OCC(=O)N2Cc2ccc3c(c2)OCO3)cc1 (centres undefined)	?
Cc1csc(N=Nc2ccc(N(C)C)cc2)[n+]1[O-]	9.2µM*
O=C(NCc1ccc(F)cc1F)[C@@H]1CCCN1C(=O)[C@@H]1CCCN1C(=O)c1cccc(Cl)c1	-41%
O=C(NCc1cccnc1)c1cc(C2CCCCN2C(=O)c2ccc3ccccc3c2)on1 (centres undefined)	?
O=C1Nc2ccccc2N=C(c2ccccc2)C1N(Cc1ccc(F)cc1)C(=O)c1cccnc1 (centres undefined)	?
O=C(/C=C/[C@H]1O[C@@H](n2ccc(=O)[nH]c2=O)[C@H](O)[C@@H]1O)NCCN1CCOCC1	0%
C/C(=N\Nc1cc(Cl)nc(C)n1)c1ccc(C)cc1	?
CCOC(=O)c1cc(-c2ccccc2)sc1NC(=O)CN1C(=O)c2ccccc2C1=O	-6%
O=S(c1ccccc1)C(c1ccccc1)c1ccccc1 (centres undefined)	?
COc1ccc(C(=O)Nc2nc(C)cs2)cc1S(=O)(=O)N1CCOCC1	4%
O=C(O)C(=Cc1ccncc1)c1cccc2ccccc12	-16%
CCOc1ccc(NC(=O)CN(C)C(=O)CCCNC(=O)c2ccc(Cl)cc2)cc1OCC	-37%
CC1=CC2(C)NC(=O)C(C)C12 (centres undefined)	8%
CCc1nc2ccc(C(=O)NCCc3ccccn3)cn2c1N(C)Cc1nccs1	16µM*
CC(C)(C)NC(=O)C(c1ccc(O)cc1)N(Cc1ccc2c(c1)OCO2)C(=O)CCl (centres undefined)	?
O=S(=O)(NCCS(=O)(=O)N1CCN(c2ccc(F)cc2)CC1)c1ccc(F)cc1	-25%
CCCc1c(C(=O)N/N=C/c2ccc(C)o2)nnn1-c1nonc1N	?
CCCCNc1cccc2c1S(=O)(=O)N(CCCC)CC(COCc1ccccc1)O2 (centres undefined)	16µM*
Nc1ccn([C@@H]2O[C@H](C(=O)NCCCN3CCCC3=O)[C@@H](O)[C@H]2O)c(=O)n1	3%
NC(=O)C1C(=O)c2ccccc2C1(C[N+](=O)[O-])c1ccccc1 (centres undefined)	-28%
CC1COCC(C)N1C1=C(Cl)C(=O)c2ccccc2C1=O (centres undefined)	1.5µM*
O[C@H]1C[C@H](c2ccc(Cl)cc2)N(Cc2cccs2)C[C@@H]1n1cc(-c2ccc(F)cc2)nn1	?
O=[N+]([O-])c1ccc(NCCNc2ccc([N+](=O)[O-])cc2)cc1	16%
CCCCOCCCNC(=O)C[C@@H]1C[C@@]2(C(=O)OCC)CCCC=C2N(Cc2ccc3c(c2)OCO3)C1=O	?
O=C(NCCc1ccccc1F)c1cc(COc2ccc(F)cc2F)on1	-24%
C[C@@H]1CN([C@@H](C)CO)C(=O)CCCn2nncc2CO[C@@H]1CN(C)S(=O)(=O)c1ccc2c(c1)OCCCO2	?
CCOC(=O)[C@]12CCC=C1N(Cc1ccc(Cl)cc1Cl)C(=O)[C@H](CC(=O)NCc1cccs1)C2	21µM*
O=C1CCC(OCc2ccccc2)CCN1[C@H](CSc1ccccc1)Cc1ccccc1 (some centres undefined)	16µM*
COc1ccccc1C(=O)NCCC(=O)N1CC(C)OC(C)C1 (centres undefined)	-21%
Cc1ccc(-c2cnc(C(O)c3ccc(Cl)c(F)c3)[nH]2)cc1 (centres undefined)	?
CN(C)CCCn1c2c(c(SCC(=O)Nc3ccc4c(c3)OCCO4)nc1=O)CCCC2	?
Cc1nc2ccc(Cl)cc2n1C	-7%
Cc1c(C(=O)N2CC3CCC2C3)sc2ncnc(NCCc3ccccn3)c12 (centres undefined)	?
COc1ccc(C(=O)NCC2Cc3cc(F)cc(-c4cncnc4)c3O2)cc1 (centres undefined)	-30%
O=C1CCCCCN1C(=O)c1ccccc1	-8%
CC(=O)N1c2ccccc2N=C(c2ccc(C(F)(F)F)cc2)C1C(=O)NC1CCCC1 (centres undefined)	?
Cc1ccccc1-c1csc(N)n1	4%
Cc1ccc(-c2cc(C(=O)N3CC4(C)CC3CC(C)(C)C4)no2)cc1 (centres undefined)	10µM*
O=C(Nc1ccc(Nc2ccccc2)cc1)c1ccc(Cl)cc1[N+](=O)[O-]	16µM*
COc1cccc(C=C(C(C)=O)C(=O)c2ccccc2)c1	15µM*
Cc1ccc2nccnc2c1	3.2µM*
COc1cccc(OC)c1OC(=O)c1ccccc1	-15%
CCCCNC(=O)C1(C)CCCCN1C(=O)c1oc2ccccc2c1C (centres undefined)	10µM*

Sorted by molecular weight (largest number first): some entries from above
SMILES	TDP1 cell noCPT
COc1ccc(C(=O)NCC2Cc3cc(F)cc(-c4cncnc4)c3O2)cc1 (centres undefined)	-30%
O=C(Nc1ccc(Nc2ccccc2)cc1)c1ccc(Cl)cc1[N+](=O)[O-]	16µM*
CCCCNC(=O)C1(C)CCCCN1C(=O)c1oc2ccccc2c1C (centres undefined)	10µM*
COc1cccc(OC)c1OC(=O)c1ccccc1	-15%
O=C1CCCCCN1C(=O)c1ccccc1	-8%
Cc1ccccc1-c1csc(N)n1	4%

Structures shown so far that have a COOH group:
SMILES	TDP1 cell noCPT
O=C(O)CC(c1ccccc1)c1ccc2c(c1)OCO2 (centres undefined)	-13%
O=C(O)C(=Cc1ccncc1)c1cccc2ccccc12	-16%

(further entries)
SMILES	TDP1 cell noCPT
Cn1cc(C(=O)NCCc2ccccc2)c(=O)c2cc(S(=O)(=O)N3CCOCC3)ccc21	?
C[C@@H]1CN([C@H](C)CO)S(=O)(=O)c2ccc(C#Cc3ccccc3)cc2O[C@@H]1CN(C)C(=O)CN(C)C	26µM*
NNC(=O)CN1C(=O)C2(OCCO2)c2ccccc21	-1%
O=C1[C@H]2[C@@H](c3ccc(C(F)(F)F)cc3)N[C@]3(CCCN(Cc4ccc(C(F)(F)F)cc4)C3=O)[C@H]2C(=O)N1Cc1ccccc1	18µM*
Nc1nonc1-n1nnc(C(=O)N/N=C/c2cccc(F)c2)c1CN1CCCC1	-9%
Cc1csc(NC(C)c2nc3cc(Cl)c(N4CCCCC4)cc3n2CCOCCO)n1 (centres undefined)	?
COc1ccc(/C=C/c2sc3ccccc3[n+]2CCCCI)cc1OC	13µM*
CN(C)c1ccc(/C=C/c2c(F)cnc3ccccc23)cc1	3.2µM*
O=C(NC(=S)Nc1ccc([N+](=O)[O-])cc1)c1ccco1	8%
c1ccc(-c2cnc(-c3ccccc3)nn2)cc1	-6%
CC(=O)C1=CCC(c2ccc(Cl)c(Cl)c2)N(S(=O)(=O)c2ccc(C)cc2)C1 (centres undefined)	15µM*
O=c1cc(-c2ccccc2)nc(Sc2ccc([N+](=O)[O-])cc2[N+](=O)[O-])[nH]1	?
c1ccc(CN2CCc3[nH]c4ccccc4c3C2)cc1	?
Cc1cc(C(=O)OC(C)C(=O)NC2CCCCC2C)c2ccccc2n1 (centres undefined)	-25%
CCCCCCN1CCN(C2CN(C3CCCCC3)S(=O)(=O)C2)CC1 (centres undefined)	?
Cn1nccc1C(=O)NCC1CCC2(CCN(Cc3cccc4ncccc34)CC2)O1 (centres undefined)	-22%
COc1ccc(CCN2CC(C(=O)OC(C)C(=O)Nc3ccc(NC(C)=O)cc3)CC2=O)cc1OC (centres undefined)	4%
COc1cc(C=NNc2nc3c([nH]2)c(=O)n(C)c(=O)n3C)ccc1O	-12%
C[C@@H]1COc2cc(N3CCC[C@H]3CO)ccc2S(=O)(=O)N1	1%
COc1c2c(cc3oc(=O)c4c5ccc(O)cc5oc4c13)OC(C)(C)CC2	16µM*
Cc1nc(C)c(C(=O)N2CCc3c(cnc(C)c3CNC(=O)c3cncs3)C2)s1	-9%
CN(C(=O)c1cccc(NC(=O)Cc2cccc(NC(=O)C3CCCN(C(=O)C4CCCCC4)C3)c2)c1)C1CC1 (centres undefined)	-24%
CCCc1c(C(=O)N/N=C(\CC)c2ccccc2)nnn1-c1nonc1N	-4%
O=C(NCc1ccccc1)C(c1ccco1)N1CCN(c2ccccc2F)CC1 (centres undefined)	?
COc1cccc(C(O)c2nc(-c3cccc4cccnc34)cs2)c1 (centres undefined)	-19%
CN(Cc1ccccc1)C(=O)c1ccc(NC(=O)Cc2ccc(NC(=O)C3CCCN(C(=O)C4CCCCC4)C3)cc2)cc1 (centres undefined)	?
CCOC(=O)C1=C(C)NC(C)=C(C(=O)OCC)C1c1ccncc1	?
CC1=C(C(=O)OCc2ccccc2)C(c2ccccc2OS(=O)(=O)c2ccc([N+](=O)[O-])cc2)NC(=O)N1CCCC(=O)O (centres undefined)	-9%
Cc1ccc(NC(=O)CCC(=O)c2ccccc2)cc1	2%
COC(=O)[C@H]1C[C@@]2(O)CN(S(=O)(=O)c3ccc(C)cc3)C[C@@]2(OC(=O)Nc2c(C)noc2C)C[C@H]1C(=O)OC	-15%
CC(=O)NCCNC(=O)C1(C)Cc2c(-c3cccc(NC(C)=O)c3)ccnc2O1 (centres undefined)	12%
OC(c1cccc(F)c1)c1ncc(-c2ccc(Oc3ccccc3)cc2)[nH]1 (centres undefined)	?
Cc1ccccc1-c1cnc(C(O)c2ccc(F)cc2C)[nH]1 (centres undefined)	?
N#Cc1c(N)[nH]c2ccc(Sc3ccccc3)cc12	0.73µM*
COc1ccc(-c2coc3c(C(=O)NCc4ccc(F)c(F)c4)cccc23)c(C)c1	15µM*
O=C1Nc2ccccc2-n2nnnc2C1N1CCN(c2cccc(C(F)(F)F)n2)CC1 (centres undefined)	?
CC(C)N1C(=O)c2ccccc2NC(=O)C1C(=O)NCc1cccc(C(F)(F)F)c1 (centres undefined)	?
CN(Cc1ccccc1)C(=O)c1cccc(NC(=O)Cc2ccc(NC(=O)C3CCCN(C(=O)C4CC4)C3)cc2)c1 (centres undefined)	?
Cc1cc(Cl)ccc1C(O)c1ncc(-c2ccc(F)cc2)[nH]1 (centres undefined)	?
Cc1c(C(=O)O)sc(S(=O)(=O)N2CCN(C(=O)CC(C)c3ccccc3)CC2)c1C(=O)O (centres undefined)	0%
CCOc1ccc(NS(=O)(=O)c2cccs2)cc1S(=O)(=O)N1CCCC1	-1%
O=C(Nc1c(Br)cc2c(c1Br)Cc1cc([N+](=O)[O-])ccc1-2)C(Cl)Cl	?
COc1ccc(C(=O)N2CCOC2CNC(=O)C(=O)NCc2ccccc2)cc1 (centres undefined)	?
C[C@H](c1ccccc1)N1C[C@@H](COCc2ccccc2)Oc2cc(N3CC[C@@H](O)C3)ccc2S1(=O)=O	23µM*
COCCNC(=O)C1CCCN(Cc2ccc(C#N)cc2)CC1 (centres undefined)	-13%
CN(Cc1ccccc1)C(=O)c1[nH]cnc1C(=O)Nc1ccc(Br)cc1F	?
CCOC(=O)C1(C)CCCN1C(=O)c1csnn1 (centres undefined)	12%
CCN(CC)S(=O)(=O)c1ccc(SCC(=O)c2c(N)n(C3CC3)c(=O)[nH]c2=O)nc1	21µM*
CC1C(c2ccccc2)=Nn2c(=O)n(-c3ccccc3)c(=O)n21 (centres undefined)	23µM*
CC(=O)c1cccc(-c2ccnc3c2CC(C(=O)Nc2cccc(OC(F)(F)F)c2)O3)c1 (centres undefined)	?
